Source: PubChem BioAssay (Broad Institute)
Casp6 inh = blocks human caspase-6 cleavage activity; purified caspase-6, Z-VEID-R110 cleavage fluorescence; inhibition, % at 12.5 µM; hit rate 0.53% among 350,000; AID 686996;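 active = mean inhibition across replicates at least about 35%, with every replicate also reaching that limit, limit read from the data; inconclusive = only one of the two criteria met; inactive = neither criterion met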;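 also: 0% = median of neutral control wells and 100% = no fluorescence left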
ERAP1 HTS inh = blocks human ERAP1 aminopeptidase activity; hit rate 0.15% among 340,000; inhibition, % at 10.7 µM; AID 652197; Q9NZ08; recombinant ERAP1, Leu-AMC fluorescence, 60 min;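 active = mean replicate inhibition of at least 30%, or all replicates individually reaching that 30% level; inactive = mean below 30% and not every replicate reaching it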;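 also: 0% = neutral control wells and 100% = L-leucinethiol positive control wells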
Target sequence (Q9NZ08 whole entry, looked up): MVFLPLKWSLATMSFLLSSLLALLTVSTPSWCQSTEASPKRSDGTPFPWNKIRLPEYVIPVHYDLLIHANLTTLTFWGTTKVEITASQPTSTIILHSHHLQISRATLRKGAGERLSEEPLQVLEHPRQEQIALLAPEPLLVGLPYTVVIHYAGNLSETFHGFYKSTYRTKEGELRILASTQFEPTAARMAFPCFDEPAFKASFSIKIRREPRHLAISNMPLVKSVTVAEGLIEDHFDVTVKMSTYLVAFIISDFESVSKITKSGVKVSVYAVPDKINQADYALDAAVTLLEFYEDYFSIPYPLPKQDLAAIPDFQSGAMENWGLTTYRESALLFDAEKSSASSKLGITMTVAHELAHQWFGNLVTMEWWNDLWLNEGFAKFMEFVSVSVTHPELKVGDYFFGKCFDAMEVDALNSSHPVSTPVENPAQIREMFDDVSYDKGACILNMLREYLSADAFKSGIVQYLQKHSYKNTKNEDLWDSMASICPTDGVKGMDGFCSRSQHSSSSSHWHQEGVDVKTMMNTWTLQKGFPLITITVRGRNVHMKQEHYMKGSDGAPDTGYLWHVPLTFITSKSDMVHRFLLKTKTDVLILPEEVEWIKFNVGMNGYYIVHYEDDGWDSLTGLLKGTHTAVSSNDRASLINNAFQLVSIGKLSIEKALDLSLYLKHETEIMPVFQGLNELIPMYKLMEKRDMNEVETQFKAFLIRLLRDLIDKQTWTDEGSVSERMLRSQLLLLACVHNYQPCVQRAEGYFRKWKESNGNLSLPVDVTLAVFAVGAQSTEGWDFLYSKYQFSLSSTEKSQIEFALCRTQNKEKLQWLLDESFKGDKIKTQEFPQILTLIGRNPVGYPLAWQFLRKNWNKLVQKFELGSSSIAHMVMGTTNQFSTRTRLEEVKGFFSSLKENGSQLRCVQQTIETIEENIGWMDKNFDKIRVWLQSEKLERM
F508del corr = correctors of CFTR F508del function in bronchial epithelial cells. CFBE cells, YFP halide quenching; stimulated with forskolin plus potentiator P3; % fluorescence drop versus neutral controls. activity (quench increase), % at 7.58 µM. hit rate 0.36% among 350,000. AID 720511;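 active = mean added fluorescence quench of at least 8% versus neutral control, with both replicates also reaching 8%; inconclusive = only one of the mean or replicate conditions met; inactive = mean below 8% and not both replicates reaching 8%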;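 also: cells transiently co-express mutant CFTR-F508del with the halide-sensitive YFP; corrector assay measuring rescue of mutant channel to the surface after 24 h compound exposure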
SIRT5 inh = sirtuin-5 (human) deacylase inhibition | Q9NXA8 | Purified SirT5, succinyl-peptide AMC, trypsin-coupled fluorescence | inhibition, % at 15 µM | hit rate 1.1% among 330,000; in the data active = inhibition above about 15%; inconclusive = no clear call, values can overlap the other calls
miR-122 sensor = miR-122 inhibition in Huh7 cells. Huh7 miR-122 Renilla luciferase sensor, 48 h; neutral wells = 0, positive control = 100. activation (reporter increase), % at 12.5 µM. hit rate 0.3% among 340,000;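 active = mean replicate activation score at least 90 and every replicate individually at or above 90; inconclusive = only one of the two criteria met; inactive = neither criterion met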;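 also: higher luciferase means less miR-122 activity so hits act as miR-122 inhibitors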
ERp5 block = ERp5 (human) disulfide isomerase inhibition | hit rate 0.05% among 350,000 | ERp5 insulin aggregation, absorbance 650 nm, 90 min | AID 651711 | inhibition, % at 9.99 µM | Q15084;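 active = mean replicate inhibition above about 25%, with every replicate also reaching it, limit read from the data, passing the limit was not always enough; inconclusive = only one of those two criteria met; inactive = neither criterion met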
DENV2 CPE rescue = inhibitors of DENV2 cytopathic effect | DENV2-infected cells, cytopathic effect rescue, plate reader | CPE inhibition, % at 9.99 µM | hit rate 1.7% among 350,000 | AID 651640; in the data active = CPE inhibition above about 20%, passing the limit was not always enough; inconclusive = no clear call, values can overlap the other calls; tested in BHK-21 cells;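 also: 0% = median of neutral control wells and 100% = median of positive control wells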
Starred values were filed as active, the others as inactive; ? = inconclusive; / = not tested or not shown; & = joins results of further samples; ! = repeats disagree; [ ] = dose if it differs, or a comment. Hits appear at their usual frequency; overall some 4% were active at least once.

#	Compound	DENV2 CPE rescue	F508del corr	ERAP1 HTS inh	ERp5 block	Casp6 inh	SIRT5 inh	miR-122 sensor
1	COCCSc1nnc(NC(=O)c2ccc([N+](=O)[O-])cc2)s1	1	3.0	1	0	-4	-7	/
2	CCCNC(=O)C[C@@H]1CC[C@H]2[C@@H](COC[C@@H](O)CN2C(=O)c2cccnc2)O1	-1	0.1	-1	1	1	2	-3[16.7 µM]
3	c1csc(CNc2ncnc3ccc(-c4ccc5c(c4)OCO5)cc23)c1	/	-0.8	1	0	-4	4	?
4	COc1ccc([C@H]2CC(=O)C=C(c3c(C)cc(C)cc3C)C2)cc1	-11	2.2	/	6	-1	/	2
5	Nc1cc(=O)[nH]c(SCC(=O)Nc2ccc(N3CCCCC3)cc2)n1	2	-5.3	-2	3	0	-9	-3
6	C[C@@H]1CN([C@H](C)CO)C(=O)c2cccc(NC(=O)CCCCCC(=O)Nc3ccccc3N)c2O[C@@H]1CN(C)C(=O)NC1CCCCC1	4	1.3	0	/	1	-1	/
7	CCCN1C[C@@H](C)[C@@H](OC)CN(C)C(=O)c2cc(NC(=O)Nc3c(C)noc3C)ccc2OC[C@H]1C	0	0.6	-2	-1	-3	-6	/
8	CO[C@@H]1CN(C)C(=O)c2ccc(NC(=O)Nc3cc(F)ccc3F)cc2OC[C@@H](C)NC[C@@H]1C	-6	-2.9	-1	-2	-1	2	-13[16.7 µM]
9	COc1ccccc1-c1cn(CC[C@H]2CC[C@H](NC(=O)C3CCCCC3)[C@H](CO)O2)nn1	16	-1.5	-4	7	0	0	/
10	O=C1/C(=C/c2cccnc2)SC(=S)N1Nc1ccccc1	0	-1.4	/	1	-1	-2	-1
11	COc1ccc(/C=N/NC(=O)c2c(C)nc3ccc(Cl)cn23)cc1OC	0	2.2	-1	0	-4	-4	-7
12	CN(C)c1ccc(C(=O)OCc2cc(=O)n3ccsc3n2)cc1	-7	-2.9	3	0	-2	/	/

#	Compound	DENV2 CPE rescue	F508del corr	ERAP1 HTS inh	ERp5 block	Casp6 inh	SIRT5 inh	miR-122 sensor
13	COc1cc2c(cc1OC)C(c1cc(OC)c(OC)cc1[N+](=O)[O-])N(C(C)=O)CC2 (stereo not drawn)	14	-1.8	-6	-1	1	0	/
14	O=C1NC[C@H](Cc2ccccc2)N(CC2CCN(CCC3CCCC3)CC2)C1=O	-5	2.4	/	13	-3	-4	-5
15	Cc1ccc(S(=O)(=O)NN2C(=O)c3ccccc3NC2c2ccccc2)cc1 (stereo not drawn)	-4	-2.0	-7	2	2	1	1
16	Cc1noc(C)c1S(=O)(=O)Nc1cccc2c1O[C@H](CN(C)C(=O)Nc1cccc3ccccc13)[C@H](C)CN([C@@H](C)CO)C2=O	-8	-0.5	1	0	0	-5	-5[16.7 µM]
17	COC(=O)c1cccc(C23CC4(C2)[C@H](CN(CC2CCCCC2)[C@@H]4c2ccccc2)C3c2ccccc2)c1 (stereo partly drawn)	-9	-0.4	3	1	/	/	7
18	O=C(C[C@@H]1C=C[C@@H](NC(=O)C2CC2)[C@@H](CO)O1)Nc1nccs1	-1	-0.1	0	4	23	-4	/
19	Cc1cccc(OCC(=O)NS(=O)(=O)c2ccc(Br)cc2)c1	6	-0.2	-1	1	33	-4	/
20	COc1cc(/C=C/C(=O)OCC(=O)N2CC(C)OC(C)C2)ccc1OCC#N (stereo not drawn)	-4	3.1	3	1	-3	/	-3
21	CCCN(CCC)c1ccc(/C=C/c2ccc3cc(OCC)ccc3n2)cc1	-4	-2.4	0	-3	-2	-7	/
22	O=C(COc1ccc(Br)cc1)NN1C(=O)c2ccccc2C1=O	1	/	6	3	1	-1	-6
23	CCn1cnc2c1c(=O)n(CC(=O)NCc1ccccc1)c(=O)n2Cc1ccccc1	-3	-1.4	-2	-1	/	-1	/
24	Cc1cc(C)cc(C(=O)NC(CC(N)=O)c2ccc(N3CCN(c4ccccn4)CC3)c([N+](=O)[O-])c2)c1 (stereo not drawn)	-3	-3.0	3	1	4	-1	/

#	Compound	DENV2 CPE rescue	F508del corr	ERAP1 HTS inh	ERp5 block	Casp6 inh	SIRT5 inh	miR-122 sensor
25	N#Cc1ccccc1OCC(=O)Nc1nnc(C2CC2)s1	14	-0.7	6	-2	6	-1	/
26	O=C1OCC2=C1C(c1ccc(F)cc1)Sc1ccccc1N2 (stereo not drawn)	-3	-0.4	-4	5	2	-9	0
27	CCC(=O)N1CCCCN2[C@H](C1)[C@@H](c1ccc(-c3cccc(C(=O)N(C)C)c3)cc1)[C@@H]2CO	-14	-2.6	-2	2	2	-7	3[16.7 µM]
28	CN(Cc1ccc(Cl)c(Cl)c1)C(c1cc2ccccc2o1)c1nnnn1C(C)(C)C (stereo not drawn)	0	-2.8	3	-5	-6	-7	/
29	COc1ccc(CN(C)C[C@@H]2OCCCC[C@H](C)Oc3ccc(NC(=O)Nc4ccccc4)cc3C(=O)N([C@H](C)CO)C[C@H]2C)cc1	39*	-1.4	/	/	/	/	13[16.7 µM]
30	COc1cccc2cc(C(=O)C3=C(O)C(=O)N(CCN4CCOCC4)C3c3ccc(C)o3)oc12 (stereo not drawn)	-1	-0.8	-4	0	7	2	-6
31	Cc1ccc(S(=O)(=O)N2C[C@@H](O)COC[C@@H]3O[C@@H](CC(=O)N[C@@H]4CCN(Cc5ccccc5)C4)CC[C@H]32)cc1	-6	2.0	-3	-3	1	1	-7[16.7 µM]
32	O=[N+]([O-])c1cc(CN2CCC(O)CC2)ccc1Cl	5	-0.1	2	-1	-3	/	/
33	CC1N(C(=O)N2CCOCC2)CCN1S(=O)(=O)c1ccc(Cl)cc1 (stereo not drawn)	-9	0.1	-5	2	-1	-3	-2
34	Cc1ccc(NC(=O)CSCC(=O)N(CCC(C)C)c2c(N)n(Cc3ccccc3)c(=O)[nH]c2=O)cc1	-7	0.6	-6	7	3	-1	-5
35	CNC(=O)C(C)N1c2cccc3cccc(c23)S1(=O)=O (stereo not drawn)	1	0.2	-2	13	1	-2	-2
36	O=C(O)c1cc(S(=O)(=O)N2CCN(S(=O)(=O)c3ccccc3)CC2)ccc1Cl	-8	-2.0	1	-4	-1	-2	-3

#	Compound	DENV2 CPE rescue	F508del corr	ERAP1 HTS inh	ERp5 block	Casp6 inh	SIRT5 inh	miR-122 sensor
37	O=S(=O)(c1ccc(Cl)cc1)N1CCCN(c2ccc(C(F)(F)F)cn2)CC1	-6	3.4	11	2	1	-7	/
38	CCOC(=O)Cc1csc(N/N=C\c2ccc(N(C)C)cc2)n1	-7	-2.0	-1	4	-3	-2	-6
39	Cc1ccc(C)c(NC(=O)CCN2CCCCC2)c1	5	-9.7	-3	4	0	1	-2
40	O=C(COc1ccc(Cl)cc1)NNC(=O)c1ccncc1	-5	-1.1	1	-4	-3	-2	-1
41	Cc1noc(C)c1S(=O)(=O)Nc1ccc2c(c1)C(=O)N([C@@H](C)CO)C[C@@H](C)[C@@H](CN(C)Cc1ccc(C(F)(F)F)cc1)OCCCC[C@@H](C)O2	-3	2.3	0	2	0	27*	-20[16.7 µM]
42	CN(C)CCN(C)C1CN(Cc2ccc(F)cc2)S(=O)(=O)C1 (stereo not drawn)	1	1.1	/	0	0	/	5
43	C=C1CCN([C@@H](Cc2ccccc2)C(=O)NCc2ccc(Cl)cc2)S(=O)(=O)c2ccccc21	13	-1.5	3	0	0	-3	0
44	Cc1ccc(Cn2nnc3c(=O)n(CC(=O)NCc4ccco4)cnc32)cc1	2	-3.9	-9	1	3	6	-3
45	CC(C)C#Cc1cnc2c(c1)C(=O)N([C@H](C)CO)C[C@@H](C)[C@H](CN(C)C(=O)Cc1ccncc1)O2	-4	-0.5	1	0	-6	-7	8[16.7 µM]
46	C[C@H]1CN([C@@H](C)CO)S(=O)(=O)c2ccc(C#Cc3cccc(F)c3)cc2O[C@H]1CN(C)S(=O)(=O)c1cn(C)cn1	-11	1.5	-2	-1	-1	1	-6[16.7 µM]
47	Cc1ccc(-c2ccc3c(c2)O[C@@H](CN(C)Cc2ccc(F)cc2)[C@H](C)CN([C@@H](C)CO)S3(=O)=O)cc1	-14	-0.4	2	-9	-1	0	2[16.7 µM]
48	O=c1nc(SCc2c(F)cccc2Cl)nc(-c2ccc(Cl)cc2)[nH]1	-1	2.2	0	1	2	-1	/

#	Compound	DENV2 CPE rescue	F508del corr	ERAP1 HTS inh	ERp5 block	Casp6 inh	SIRT5 inh	miR-122 sensor
49	COc1ccc(S(=O)(=O)N(C)C[C@H]2Oc3ccc(N(C)C)cc3CC(=O)N([C@H](C)CO)C[C@@H]2C)cc1	1	-0.7	-1	-3	-3	-3	-1[16.7 µM]
50	CN1OC[C@@H]2CN(S(=O)(=O)c3ccccc3)[C@H](c3ccc(N4CCCCC4)cc3)C[C@@H]21	-4	2.7	/	0	-1	-1	-4
51	Cc1ccc2nc(Nc3ccc(C)c(C)c3)c3nncn3c2c1	-6	-2.7	3	7	2	-8	-6
52	O=C(O)CSC(C(=O)Nc1ccc(Br)cc1)c1ccc(Cl)cc1 (stereo not drawn)	-1	/	-2	5	1	-5	/
53	Cc1cc(C)c2c(=O)c(/C=C3\NC(=S)NC3=O)coc2c1	-2	-0.8	14	4	0	-2	/
54	COc1ccc(NC(=O)CN(C)C(=O)CC2CCCC2)cc1	20*	1.1	1	-3	4	-4	-1
55	C[C@H](CO)N1C[C@H](C)[C@@H](CN(C)C(=O)C2CC2)OCc2cnnn2CCCC1=O	49*!	0.4&-3.5&-2.4	8&-1&-2	-8&4&-8	2&-2&-1	3&2&-1	1
56	CCc1ccc(OCc2nnc(SCC(=O)Nc3cccc(C(=O)N4CCOCC4)c3)o2)cc1	-1	0.3	-1	-3	2	/	/
57	COCC(=O)N(C)C[C@@H]1Oc2cc(-c3ccccc3F)ccc2S(=O)(=O)N([C@H](C)CO)C[C@H]1C	12	2.6	2	-3	-3	-1	-13[16.7 µM]
58	CCN(C[C@H]1N[C@@](CC)(C(=O)OC)[C@H]2C(=O)N(Cc3ccccc3)C(=O)[C@@H]12)C(=O)Nc1ccc(Cl)cc1	9	-0.1	/	0	-1	/	/
59	CCn1c(SCC(=O)N2CCCc3ccccc32)nnc1-c1cccs1	/	/	0	2	0	-2	5
60	C[C@@H]1CN([C@@H](C)CO)C(=O)c2cc(NS(=O)(=O)c3ccc(F)cc3)ccc2O[C@@H](C)CCCCO[C@@H]1CN(C)Cc1ccncc1	-6	1.7	2	1	0	4	16[16.7 µM]
61	CCCNC(=O)N(C)C[C@H]1Oc2cc(-c3ccccc3)ccc2S(=O)(=O)N([C@@H](C)CO)C[C@@H]1C	6	-2.0	0	-5	4	-3	23[16.7 µM]
62	O=S(=O)(N/N=C\c1cccc(F)c1)c1ccccc1	7	-1.3	2	2	-4	-1	14
63	Cc1ccc2oc(/N=C(\N)NC(=O)C(C)(C)C)nc2c1	0	0.0	8	2	-2	0	-2
